Screens from PubChem BioAssay.
eIF4E 4G PPI: inhibitors of eIF4E and eIF4G interaction in translation initiation; 220,000 compounds, 0.37% hits; AID 782; TR-FRET eIF4E-eIF4GI(517-606) binding, 2 h; inhibition, % at 21.7 µM;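 active = inhibition above about 30%, limit read from the data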;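 note: 0% = full FRET control wells and 100% = background wells lacking eIF4GI fragment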
KLK5 inh: blocks human kallikrein 5 protease activity; 210,000 compounds, 0.59% hits; recombinant hK5, fluorogenic AMC substrate cleavage; Q9Y337; inhibition, % at 5 µM;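 active = inhibition of 40% or more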;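 note: 0% = enzyme controls without compound and 100% = no-enzyme blanks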
FXIIa inh: inhibitors of human coagulation factor XIIa; P00748; purified FXIIa, Boc-QGR-AMC fluorogenic substrate, 2 h; inhibition, % at 5 µM; 220,000 compounds, 0.3% hits; AID 800; in the data active = inhibition above about 40%;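 note: 0% = enzyme with no compound and 100% = blank without enzyme; many of its hits are not listed in these tables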
Wee1 stabilizer: inhibitors of human Wee1 degradation | P30291 | HeLa Luc-Wee1K328M stability, luciferase luminescence; 100% = proteasome inhibitor MG132 effect | reporter increase, % at 5 µM | 220,000 compounds, 1.2% hits;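 active = activation above the mean of all tested compounds plus 3 SD, set per screening run, cut at about 8.8% in these data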;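 note: cells exposed to compound for 20 h before luminescence read; 0% = DMSO alone and 100% = MG132 at 30 µM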
p97 ATPase inh: blocks human p97 ATPase activity | P55072 | recombinant p97 ATPase, Kinase-Glo ATP luminescence, 3 h | inhibition, % at 8 µM | 220,000 compounds, 0.42% hits | AID 1481; in the data active = inhibition above about 15%;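 note: 0% = DMSO vehicle and 100% = wells lacking enzyme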
14-3-3 Bad inh: disrupts binding of bovine 14-3-3 zeta to phospho-Bad peptide. TR-FRET 14-3-3zeta/Dy647-pBad peptide displacement, 1 h. P63103. AID 781. 220,000 compounds, 0.71% hits. inhibition, % at 21.7 µM;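 active = inhibition above about 70%, limit read from the data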;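 note: 0% = full 14-3-3 plus peptide FRET controls and 100% = background without 14-3-3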
Target sequence (P63103 whole entry, looked up): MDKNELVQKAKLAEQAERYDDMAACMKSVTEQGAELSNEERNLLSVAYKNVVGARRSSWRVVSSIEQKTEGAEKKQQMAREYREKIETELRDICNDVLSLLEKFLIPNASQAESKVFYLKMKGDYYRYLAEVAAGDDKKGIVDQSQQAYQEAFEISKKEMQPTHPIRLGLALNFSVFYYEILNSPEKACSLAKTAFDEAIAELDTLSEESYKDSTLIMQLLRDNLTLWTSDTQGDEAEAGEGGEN
Rad51 HR inh: Rad51 (human) homologous recombination inhibition | Q06609 | hRad51 DNA strand exchange, fluorescence dequenching | inhibition, % at 10 µM | 200,000 compounds, 0.085% hits | AID 1385;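 active = inhibition above 40% at the single screening dose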;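 note: 0% = DMSO control wells and 100% = blanks with heterologous ssDNA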
Target sequence (Q06609 whole entry, looked up): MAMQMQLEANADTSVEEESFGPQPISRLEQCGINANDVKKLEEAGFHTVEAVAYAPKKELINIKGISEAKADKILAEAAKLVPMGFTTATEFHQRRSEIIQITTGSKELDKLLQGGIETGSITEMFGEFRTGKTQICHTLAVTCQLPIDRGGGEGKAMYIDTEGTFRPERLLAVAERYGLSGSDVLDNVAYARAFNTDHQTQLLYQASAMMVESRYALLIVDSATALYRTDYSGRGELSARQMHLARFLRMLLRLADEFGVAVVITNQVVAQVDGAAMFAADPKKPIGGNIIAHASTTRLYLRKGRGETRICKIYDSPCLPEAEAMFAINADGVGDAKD
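System: hRad51 filaments on single-stranded DNA; reagent: Fluorescein- and BHQ1-tagged 47-mer duplex; compound dosing: one concentration, 10 µM final; timing: filaments 15 min 37 °C, then compound 30 min; measured by: fluorescein emission 520 nm, excitation 485 nm; benchmarks: per-plate controls and blanks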
MDM2 E3 inh: Mdm2 E3 ligase (human) inhibition | cell-based MDM2 ubiquitination luciferase reporter, 2 h; 0 = plate control, 100 = twice control, blank-subtracted | 210,000 compounds, 0.11% hits | signal enhancement, % at 5 µM | AID 1230 | Q00987;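 active = signal enhancement of 30% or more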;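 note: luminescence tracks abundance of the self-degrading MDM2-luciferase fusion protein; higher signal means inhibition of MDM2 E3 ligase activity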
Target sequence (Q00987 whole entry, looked up, the tested form may be a part): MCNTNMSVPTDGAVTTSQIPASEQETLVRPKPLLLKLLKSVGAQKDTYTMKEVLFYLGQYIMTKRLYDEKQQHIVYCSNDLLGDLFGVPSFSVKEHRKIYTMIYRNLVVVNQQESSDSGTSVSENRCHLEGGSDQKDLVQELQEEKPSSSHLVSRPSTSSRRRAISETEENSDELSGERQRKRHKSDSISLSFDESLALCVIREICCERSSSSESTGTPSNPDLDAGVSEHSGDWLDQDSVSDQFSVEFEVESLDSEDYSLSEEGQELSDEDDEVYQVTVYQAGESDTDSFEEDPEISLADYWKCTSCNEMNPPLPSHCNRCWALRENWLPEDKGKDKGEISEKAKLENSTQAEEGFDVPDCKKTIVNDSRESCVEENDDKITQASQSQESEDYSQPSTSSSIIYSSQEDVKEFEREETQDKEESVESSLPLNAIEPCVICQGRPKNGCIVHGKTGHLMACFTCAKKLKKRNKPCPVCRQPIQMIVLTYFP
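Assay system: stable mammalian line carrying autodegrading MDM2–luciferase fusion reporter; Input: 2000 cells in each well; Compound dosing: single-point 5 µM; Schedule: 2 h compound exposure at 37 °C; Signal: SteadyLite luciferase luminescence after 15 min room-temperature reagent incubation; Evaluation: % luminescence enhancement versus blank-corrected plate control mean; Benchmarks: plate controls and plate blanks.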
FXIa inh 1536: blocks human coagulation factor XIa protease activity | purified FXIa, Boc-Glu-Ala-Arg-AMC fluorogenic substrate | 220,000 compounds, 0.14% hits | P03951 | inhibition, % at 5 µM;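 active = inhibition of at least 40%; inactive = inhibition below 40%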;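 note: fluorescence of freed AMC excited at 355 nm; 0% = enzyme without compound and 100% = no enzyme blank; many of its hits are not listed in these tables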
* hit, by the source's call; x = not tested or not shown; & = joins results of further samples; [ ] = remark or other dose.

SMILES | eIF4E 4G PPI | KLK5 inh | FXIIa inh | Wee1 stabilizer | p97 ATPase inh | 14-3-3 Bad inh | Rad51 HR inh | MDM2 E3 inh | FXIa inh 1536
CCOC(=O)C1(Cc2ccccc2)CCN(Cc2ccc(C3CCCCO3)s2)CC1 (configuration not stated) | -8 | 1 | 11 | 8 | -5 | 0 | -5 | -2 | -1
CN(C)CCNc1ccc(-c2nn(C)c(=O)c3ccccc23)cc1[N+](=O)[O-] | 3 | 2 | 6 | 1 | 2 | -6 | 1 | -10 | -2
CC(=O)N1N=C(c2ccc(Br)cc2)CC1c1cn(C)c2ccccc12 (configuration not stated) | 0 | -1 | 7 | 0 | 1 | -12 | -25 | -4 | 1
CCCC(=O)NC(c1ccc(N(C)C)cc1)c1c(O)ccc2ccccc12 (configuration not stated) | -9 | -16 | 9 | -2 | 2 | -10[fluorescence artefact?] | x | -2 | 8
CC(=O)OCc1nc2sc3c(c2c(=O)[nH]1)CCCC3 | -1 | -5 | 16 | -1 | -5 | -7 | 2 | -5 | 10
CCOc1ccc2c(c1)c(C(C)=O)c(C)n2-c1ccccc1 | 4 | -1 | 13 | -3 | -6 | 2 | -5 | -10 | 3
O=C(NCCSc1c[nH]c2ccccc12)C1CC1 | 1[fluorescence artefact?] | -9 | 13 | 1 | 1 | 4[fluorescence artefact?] | -2 | -15 | 6
COc1ccccc1N1CCN(C(=O)c2cc3n(n2)C(C(F)(F)F)CC(c2ccco2)N3)CC1 (configuration not stated) | 0 | 1 | 14 | -2 | 2 | 2 | -5 | -10 | 0
CC(=O)Nc1nc(SCc2ccc(Cl)cc2Cl)n[nH]1 | 6 | -3 | 5 | -2 | -4 | 9 | 0 | 6 | 3
CCOc1ccc(/C=C2\N=C(c3cccs3)OC2=O)cc1OC | 5 | -8 | 13 | -2 | 7 | 18[fluorescence artefact?] | -162 | 4 | 5
O=C(CSc1nnc(-c2ccncc2)o1)Oc1ccccc1 | 2 | -15 | 9 | -1 | 2 | -9[fluorescence artefact?] | 1 | -26 | -4
Cc1cc(NC(=O)Cc2csc(-c3ccccc3)n2)ccc1Br | -1[fluorescence artefact?] | 0 | 7 | 3 | 3 | 2 | 1 | -9 | 14
O=S(=O)(Nc1ccc(OC(F)(F)F)cc1)c1cccc2nonc12 | -2 | -5 | 6 | 1 | 3 | 0 | x | 7 | -3
CC(C)(C)N1CC2(c3ccccc3)CN(C(C)(C)C)CC(c3ccccc3)(C1)C2=O | -2 | -17 | 5 | 2 | 3 | -5 | 2 | -5 | -6
COc1ccc(C(=O)NCCCN2CCCC2=O)cc1 | -6[fluorescence artefact?] | -3 | 5 | 4 | 0 | -10[fluorescence artefact?] | 5 | -6 | 1
O=C(c1cccc(COc2cccc3ccccc23)c1)N1CCCC1 | 5 | -13 | 4 | 8 | 1 | -1[fluorescence artefact?] | -1 | x | -3
Oc1cccc(/C=N/Nc2cc(N3CCCC3)nc(N3CCCC3)n2)c1 | -1 | -21 | 6 | 2 | 5 | -11 | -1 | -8 | -2
CC(C)(C)c1ccc(C(=O)CCCSC2=C(C#N)C(c3ccco3)C3=C(CCCC3=O)N2)cc1 (configuration not stated) | 1 | -3 | 14 | 2 | -4 | 11 | -7 | -9 | 4
Cc1cc(C(=O)O)cc(S(=O)(=O)N2CCOCC2)c1C | 1[fluorescence artefact?] | 6 | 4 | -2 | 2 | -1 | -4 | 3 | 3
NNC(=O)CN(CCc1ccccc1)S(=O)(=O)c1ccc(Cl)cc1 | 0 | 12 | 19 | -1 | -3 | 6 | -4 | -91 | 29
O=C(Nc1ccccc1[N+](=O)[O-])c1cc2ccccc2nc1Cl | -1 | -3 | 12 | 3 | 3 | 5 | -7 | x | -2
CC(=O)Nc1cc(C(=O)N2CCCC2)ccc1S(=O)(=O)c1ccc(Cl)cc1 | 0[fluorescence artefact?] | -7 | 4 | -3 | 4 | 1 | 0 | -13 | -7
C=CCn1c(SCc2c(C)noc2C)nc2cc(C(=O)O)ccc2c1=O | -2 | 21 | 21 | -3 | 6 | -1 | -6 | -30 | 11
O=C(c1cnn2c(C(F)(F)F)cc(-c3cccs3)nc12)N1CCOCC1 | -3 | -10 | 7 | -1 | -2 | -5 | -14 | -3 | -1
COc1ccc(NC(=S)NN2CCN(C)CC2)cc1 | -7[fluorescence artefact?] | -17 | 14 | 0 | 7 | -9[fluorescence artefact?] | -5 | -8 | 6
CN(C)CCOC(=O)CCCCCCCCC(=O)OCCN(C)C | 2 | -6 | 5 | 2 | 6 | -15 | 13 | -7 | -3
CCOc1ccc(NC(=O)C2CCCN(C)C2)cc1 (configuration not stated) | 4 | 2 | 9 | -2 | 12 | -3 | -21 | 3 | 6
CCNc1nc(NCC)n2c(SCC(=O)Nc3ccc(C(F)(F)F)cc3[N+](=O)[O-])nnc2n1 | -5 | -13 | 25 | 6 | 0 | 41[fluorescence artefact?] | -23 | -10 | 25
O=C(c1ccc(Cn2cc([N+](=O)[O-])cn2)o1)N1N=C(C(F)F)CC1(O)C(F)F (configuration not stated) | 4[fluorescence artefact?] | -11 | 1 | 0 | 3 | 1[fluorescence artefact?] | 0 | -4 | -2
O=C(c1ccccc1)c1cnc[nH]1 | 20 | 9 | 7 | -4 | 4 | -2 | 11 | -6 | 1
O=C(c1ccc(Br)s1)N1CCN(C/C=C/c2ccccc2)CC1 | -1 | 2 | 12 | -1 | -2 | -2 | 1 | 4 | 2
O=C(Cc1cccs1)Nc1ccccc1C(=O)O | -2 | -1 | 1 | -1 | 11 | 32 | -1 | -16 | 1
C=CCn1c(C)cc(C)c(C#N)c1=O | -2 | 2 | 17 | -1 | -3 | -2 | -2 | -2 | 7
CCc1nnc(N2C(=N)SCC2=O)s1 | 1 | 1 | 9 | -1 | 1 | -1 | -5 | -1 | -2
CCCc1nc2ccccc2c(=O)n1NC(=O)c1c(O)c2cccc3c2n(c1=O)CCC3 | -10 | -4 | 3 | -2 | 4 | -23 | 4 | 1 | 4
O=C(NN(C(=O)C1CC1)c1nc2ccccc2s1)C1CC1 | -5 | -7 | 23 | -2 | 7 | 8 | 7 | -6 | 6

Whole records as entered above.
C=CCn1c(C)cc(C)c(C#N)c1=O is entered as eIF4E 4G PPI: -2; KLK5 inh: 2; FXIIa inh: 17; Wee1 stabilizer: -1; p97 ATPase inh: -3; 14-3-3 Bad inh: -2; Rad51 HR inh: -2; MDM2 E3 inh: -2; FXIa inh 1536: 7
CCOc1ccc(NC(=O)C2CCCN(C)C2)cc1 (configuration not stated) is entered as eIF4E 4G PPI: 4; KLK5 inh: 2; FXIIa inh: 9; Wee1 stabilizer: -2; p97 ATPase inh: 12; 14-3-3 Bad inh: -3; Rad51 HR inh: -21; MDM2 E3 inh: 3; FXIa inh 1536: 6

More entries follow.
SMILES | eIF4E 4G PPI | KLK5 inh | FXIIa inh | Wee1 stabilizer | p97 ATPase inh | 14-3-3 Bad inh | Rad51 HR inh | MDM2 E3 inh | FXIa inh 1536
COc1ncccc1-c1nnn(-c2ccc(F)cc2)n1 | -1 | 3 | 9 | 2 | 2 | -7 | 5 | x | 0
O=C(CN1C(=O)S/C(=C/c2cccnc2)C1=O)N1CCOCC1 | 4 | -6 | 14 | -1 | 3 | -4 | x | 5 | 8
COc1ccc(N2CCN(C(=O)C(=O)c3c(C)n(C)c4ccccc34)CC2)cc1 | 3 | -10 | 4 | -3 | 1 | -14 | -81 | -3 | -2
COc1ccc(/C=C2\SC(=S)N(N3CCOCC3)C2=O)c(OC)c1 | 0 | 6 | 9 | -3 | 7 | 8 | 0 | x | 6
CN(C)C(=O)c1ccc(N/C=C(\C=O)c2nc3ccccc3o2)cc1 | 4 | 9 | 16 | -1 | -4 | 6 | 0 | -16 | 8
CCOC(=O)COc1cc(-n2c(=S)[nH]c3ccccc3c2=O)c(Cl)cc1Cl | 2 | 2 | 11 | 0 | -5 | 5 | -2 | 7 | -3
Cn1c(N2CCN(C(=O)Nc3ccc(F)cc3)CC2)nc2ccccc21 | -6 | -7 | 10 | 2 | 5 | -6[fluorescence artefact?] | 4 | -1 | 5
Cc1nc2cc(N3CCCCC3)c(NC(=O)c3ccncc3)cc2c(=O)n1Cc1ccccc1 | -10 | -2 | 18 | -4 | -1 | 56 | -8 | 2 | 12
N#Cc1c(-c2ccco2)ccn(Cc2ccc(F)cc2)c1=O | -2 | -3 | 10 | -1 | 1 | -11 | 2 | -1 | 0
O=C(NNc1ccccc1C(F)(F)F)c1sccc1Br | 2 | -3 | 2 | 3 | 7 | -8 | 12 | -3 | -2
CC(C)(C)NC(=O)c1ccc2c(c1)C1C3CCC(C3)C1C(c1ccccc1)N2 (configuration not stated) | 6 | -9 | 7 | -1 | 1 | -5 | 5 | -5 | 7
COc1ccc(C(c2sc3nc(C)nn3c2O)N2CCc3ccccc3C2)cc1 (configuration not stated) | -8 | 2 | -6 | -2 | 0 | -8 | 2 | -20 | -17
O=C(CCn1nnc(-c2cccs2)n1)N1CCc2ccccc2C1 | 4 | -4 | 6 | 0 | 1 | -6 | 4 | 2 | -4
CC(NC(=O)c1cc(-c2cccs2)on1)c1ccccc1 (configuration not stated) | 3 | 6 | 7 | -1 | 0 | 0 | 5 | -4 | 1
Cc1ccc(CC2C(=O)N(CC(=O)O)C(=O)C2C)cc1 (configuration not stated) | 0[fluorescence artefact?] | -13 | 8 | 1 | 1 | 18 | -2 | -6 | 0
O=C(Nc1ccc2c(c1)CCC2)C1CCCN(c2ncccn2)C1 (configuration not stated) | 5[fluorescence artefact?] | 13 | 10 | 1 | 2 | 31[fluorescence artefact?] | -10 | -3 | 0
CCCc1nc2oc3c(=O)[nH]cnc3c2c2c1CCCC2 | 0 | -5 | 12 | -2 | 2 | 4 | x | -6 | 6
O=C(CCNc1n[nH]c(=O)[nH]c1=O)N1CCCCC1 | -4 | 10 | 16 | -2 | -1 | -9 | -2 | -9 | 1
Cc1ccc(Cn2nc(C)c(NC(=O)c3noc4c3CCCCC4)c2C)cc1 | 4 | -24 | 11 | 5 | 2 | -2 | -7 | 11 | -4
O=C(CCS(=O)(=O)c1ccccc1)Nc1ccc2c(c1)OCO2 | 8 | -2 | 9 | -1 | 7 | -19 | -1 | 3 | -3
CC(C)C(C(=O)NC(C)(C)C)N1C(=O)c2ccccc2C1=O (configuration not stated) | -6[fluorescence artefact?] | 0 | 8 | 1 | -3 | 32 | 7 | -2 | 2
COc1ccccc1C(=O)OCc1c(F)cccc1Cl | 1 | 1 | -9 | 2 | -2 | 2 | -4 | -12 | -6
O=C(CN1CCN(Cc2ccccc2Cl)C1=O)NCc1ccco1 | 2[fluorescence artefact?] | 5 | 11 | -1 | 2 | 0[fluorescence artefact?] | 7 | -8 | 2
CCCCN(CCCC)c1ncnc2nc[nH]c12 | -1 | 1 | 10 | -1 | -1 | 11 | -4 | -13 | 1
CC1(C)Cc2nc(Cl)c(C#N)cc2CO1 | 2 | x | 11 | 0 | 5 | 0 | x | x | 0
CC1CCC(C(C)C)C(OC(=O)Cn2c(-c3ccc(Br)cc3)[n+](C)c3ccccc32)C1 (configuration not stated) | 0&2 | 19 | 10 | 6&-1 | 0&-1 | -8&-5 | 2&34 | -5&-21 | 3
CCC(C)NC(=O)c1ccccc1NC(=O)C(C)N(c1ccccc1)S(C)(=O)=O (configuration not stated) | 1 | 0 | 9 | -1 | 1 | 11 | -10 | -8 | 3
